# Bioassay records as filed in PubChem BioAssay.
# EBI2 block = EBI2 (human) antagonism; inhibition, % at 5 µM; actives 0.81% (n = 360,000); P32249; EBI2 beta-arrestin recruitment, luminescence, 7a,25-OHC stimulated; in the data active = inhibition above about 38%;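 also: enzyme fragment complementation signal reports receptor beta-arrestin coupling in cells; 0% = agonist plus DMSO wells and 100% = wells without agonist; some results beyond the cut were filed as inactive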
# Target sequence (P32249 whole entry, looked up, the tested form may be a part): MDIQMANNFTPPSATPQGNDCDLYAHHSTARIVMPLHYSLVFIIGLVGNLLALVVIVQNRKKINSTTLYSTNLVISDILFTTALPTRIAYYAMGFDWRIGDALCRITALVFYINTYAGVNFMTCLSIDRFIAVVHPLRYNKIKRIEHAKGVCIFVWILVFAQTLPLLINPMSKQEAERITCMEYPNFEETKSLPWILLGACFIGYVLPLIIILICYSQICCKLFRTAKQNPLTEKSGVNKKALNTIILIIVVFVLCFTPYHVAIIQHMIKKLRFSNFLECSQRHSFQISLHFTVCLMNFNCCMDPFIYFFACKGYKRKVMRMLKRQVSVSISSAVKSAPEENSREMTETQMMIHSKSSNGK
# Mdm2-MdmX inh = inhibitors of human Mdm2/MdmX interaction. SaOS-2 split-luciferase Mdm2/MdmX complementation, luminescence. inhibition, % at 8 µM. actives 3% (n = 330,000). AID 485346. O15151+Q00987;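 active = inhibition of at least 50% at 8 µM in the primary screen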
# APJ antagonist = blocks the human apelin receptor APJ; inhibition, % at 20 µM; AID 2521; P35414; actives 0.32% (n = 330,000); CHO-K1 APJ beta-arrestin complementation, luminescence;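 active = inhibition above about 40% at 20 µM, limit read from the data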;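 also: cells challenged with 10 nM apelin-13 agonist together with compound; plate controls were apelin-13 plus DMSO wells for no effect and DMSO wells lacking apelin-13 for full effect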
# APJ ag = APJ receptor agonism | P35414 | CHO-K1 APJ PathHunter beta-arrestin, luminescence; 0% DMSO wells, 100% apelin | activation, % at 20 µM | actives 0.11% (n = 330,000);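 active = activation more than six SD over the plate average, tested at 20 µM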;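 also: 0% = DMSO alone and 100% = apelin-13 at 10 nM; some results filed as inactive read as strong as hits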
#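 Assay system: CHO-K1 APJ beta-arrestin complementation cell line / Compound: single test compound dose, 20 µM final, 1% DMSO / Times: overnight seeding, 90 min compound at 25 °C, 1 h detection / Technique: beta-gal luminescence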
# CXCR6 inh = blocks human CXCR6 beta-arrestin recruitment; CHO-K1 PathHunter CXCR6 beta-arrestin, luminescence; inhibition, % at 20 µM; O00574; AID 602244; actives 0.36% (n = 360,000); in the data active = inhibition above about 34%, passing the limit was not always enough;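 also: antagonist mode with CXCL16 agonist at 10 nM final; 0% = 10 nM CXCL16 with DMSO and 100% = unstimulated wells without agonist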
# Target sequence (O00574 whole entry, looked up): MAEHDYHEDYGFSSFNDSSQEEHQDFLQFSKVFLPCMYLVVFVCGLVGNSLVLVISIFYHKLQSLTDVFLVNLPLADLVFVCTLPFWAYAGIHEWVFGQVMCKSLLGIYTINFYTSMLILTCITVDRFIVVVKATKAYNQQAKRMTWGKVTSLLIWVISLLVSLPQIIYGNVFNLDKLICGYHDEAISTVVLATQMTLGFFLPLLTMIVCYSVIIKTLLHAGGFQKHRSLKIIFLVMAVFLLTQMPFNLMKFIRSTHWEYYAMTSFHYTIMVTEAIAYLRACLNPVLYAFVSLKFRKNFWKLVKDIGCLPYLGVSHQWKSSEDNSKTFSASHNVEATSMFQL
# XBP1 UPR activ = activators of adaptive arm of unfolded protein response (XBP1); actives 0.33% (n = 330,000); CHO-XBP1 luciferase reporter, IRE1-XBP1 UPR activation, luminescence; percent of tunicamycin response, DMSO as zero; activation, % at 20 µM; AID 463104;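 active = versus positive control, 20 µM dose yields 30% or more activation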;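 also: 100% = tunicamycin at 10 µg/mL and 0% = DMSO only wells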
#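 assay system = CHO-XBP1 luciferase reporter cells | amount = 1000 cells/well | buffer or medium = F12 plus 10% FBS | compound dosing = single point, 20 µM final compound, 1% DMSO | incubation = 16-18 h cell attachment at 37 °C, then 6 h compound exposure | detection = Steady-Glo luminescence read | controls = tunicamycin 10 µg/mL and vehicle-only wells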
# CCR6 antagonist = CCR6 (human) receptor antagonism; CHO-K1 CCR6 PathHunter beta-arrestin, luminescence, CCL20-stimulated; AID 493098; inhibition, % at 20 µM; actives 0.49% (n = 340,000);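 active = compounds whose inhibition of the agonist-driven luminescence signal at 20 µM reaches about 50%, limit read from the data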;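 also: cells stimulated with CCL20 at 14 nM final; plate controls were DMSO with CCL20 for no effect and DMSO without agonist for full effect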
# tim23-1 inh = tim23-1 yeast growth inhibition. inhibition, % at 20 µM. actives 1.3% (n = 330,000). S. cerevisiae tim23-1 growth, BacTiter-Glo luminescence, 24 h;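 active = growth inhibition of the mutant yeast at or above 50%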;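 also: temperature-sensitive mutant grown at 25 °C; plate controls were DMSO-treated mutant yeast for no effect and medium wells lacking yeast for full effect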
# CHOP UPR activ = activators of apoptotic arm of unfolded protein response (CHOP); CHO-CHOP luciferase reporter, UPR activation, luminescence; percent of tunicamycin response over DMSO baseline; activation, % at 10 µM; actives 0.34% (n = 330,000);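 active = at 10 µM dose, activation of 40% or more, normalized to positive control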;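 also: 100% = tunicamycin at 10 µg/mL and 0% = DMSO alone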
#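 Assay system: CHO cells with stable CHOP pathway luciferase reporter; Buffer or medium: F12 plus 10% serum; Times: 16-18 h cell attachment, then 6 h compound exposure, 37 °C; Signal: luciferase luminescence; Read-out basis: percent activation relative to tunicamycin control; Control set: tunicamycin high control, DMSO low control.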
# Active calls of the source: *. Not all compounds are listed; count on the stated rates, not on these rows.
# Preview:
Molecule	EBI2 block	Mdm2-MdmX inh	APJ antagonist	APJ ag	CXCR6 inh	XBP1 UPR activ	CCR6 antagonist	tim23-1 inh	CHOP UPR activ
COc1cc(NC(=O)c2ccco2)c(OC)cc1NC(=O)Nc1ccc(Cl)cc1	3	27	-8	10	-2	-1	-33	16	7.9
Cc1ccc(S(=O)(=O)NCCCOC(=O)Nc2ccncc2)cc1	-10	-1	0	-1	-6	-2	20	2	-0.8

# This part in full, from the start:
Molecule	EBI2 block	Mdm2-MdmX inh	APJ antagonist	APJ ag	CXCR6 inh	XBP1 UPR activ	CCR6 antagonist	tim23-1 inh	CHOP UPR activ
COc1cc(NC(=O)c2ccco2)c(OC)cc1NC(=O)Nc1ccc(Cl)cc1	3	27	-8	10	-2	-1	-33	16	7.9
Cc1ccc(S(=O)(=O)NCCCOC(=O)Nc2ccncc2)cc1	-10	-1	0	-1	-6	-2	20	2	-0.8
COC1(NC(=O)c2ccccc2)C(C)=CC(=O)C=C1C	9	-5	15	-3	1	1	4	4	0.3
Cc1ccc(SC(C)C(=O)NC(N)=O)c(C)c1 (stereo not given)	-6	-30	3	-2	-4	6	3	21	1.7
CN(C)C(CNC(=O)c1cc2ccccc2oc1=O)c1ccccc1 (stereo not given)	2	-58	-6	-4	10	2	7	-5	7.3
Nc1nc(-c2ccc(Cl)cc2)nn1C(=O)c1ccco1	1	-34	-3	-2	5	0	-4	2	1.0
CCOc1cc(C(=O)N=c2sccn2C)ccc1OC(F)F	5	-20	-42	-1	0	-1	4	14	1.2
CCOC(=O)/C=C1\SCC(=O)N1CC(=O)NCCc1ccc(F)cc1	-3	6	-12	-3	3	-3	2	-4	-0.3

# Compounds listed so far that contain a furan ring, fused or not:
Molecule	EBI2 block	Mdm2-MdmX inh	APJ antagonist	APJ ag	CXCR6 inh	XBP1 UPR activ	CCR6 antagonist	tim23-1 inh	CHOP UPR activ
COc1cc(NC(=O)c2ccco2)c(OC)cc1NC(=O)Nc1ccc(Cl)cc1	3	27	-8	10	-2	-1	-33	16	7.9
Nc1nc(-c2ccc(Cl)cc2)nn1C(=O)c1ccco1	1	-34	-3	-2	5	0	-4	2	1.0

# Next records.
Molecule	EBI2 block	Mdm2-MdmX inh	APJ antagonist	APJ ag	CXCR6 inh	XBP1 UPR activ	CCR6 antagonist	tim23-1 inh	CHOP UPR activ
COc1ccccc1C(=O)NCCCNC(=O)c1cccnc1	-7	7	3	-2	3	0	0	-2	1.6
Cc1ccccc1C(=O)c1cccn1CC(=O)NCCCN1CCCCC1	-2	12	-8	2	2	-2	11	4	-0.1
CCNC(=O)NC(=O)C(C)OC(=O)CCCc1nc2ccccc2s1 (stereo not given)	3	16	9	0	-2	-3	5	3	0.7
CCOC(=O)c1c(NC(=O)c2cccs2)sc(C)c1CC	13	5	19	-5	-4	0	20	23	1.0
Fc1ccccc1OCCCn1ccnc1	-7	13	8	-3	-6	0	10	4	2.8
CC(O)CN(Cc1cccc(Cl)c1)CC(C)O (stereo not given)	-1	-20	6	-4	6	0	-6	3	1.2
Cc1ccc(OCC(=O)Nc2ccccc2F)cc1	-8	13	6	-1	0	5	1	4	1.0
O=C(Nc1ccc2c(c1)OCCO2)c1ccccn1	-6	9	14	-3	-5	-10	2	23	-5.8

# Ordered by the number under EBI2 block (highest first): three from the list above.
canonical_smiles	EBI2 block
CC(O)CN(Cc1cccc(Cl)c1)CC(C)O (stereo not given)	-1
Cc1ccccc1C(=O)c1cccn1CC(=O)NCCCN1CCCCC1	-2
O=C(Nc1ccc2c(c1)OCCO2)c1ccccn1	-6

# Next section:
Molecule	EBI2 block	Mdm2-MdmX inh	APJ antagonist	APJ ag	CXCR6 inh	XBP1 UPR activ	CCR6 antagonist	tim23-1 inh	CHOP UPR activ
CCOCCCNC(=O)C(NC(=O)c1ccc(=O)[nH]c1)c1ccc(Cl)cc1 (stereo not given)	0	-21	2	-2	-6	1	5	-11	1.0
CCCCN(C)Cc1c(O)ccc2c(-c3ccccc3)cc(=O)oc12	-2	29	15	-2	0	-2	2	3	1.6
Clc1nnc2ccc(-c3ccccc3)nn12	-8	-17	-32	-1	-4	-1	14	17	-1.2
O=C(COC(=O)c1cccc(-n2cnnn2)c1)c1ccccc1	-5	6	13	0	5	3	7	18	2.5
NC(=O)[C@@H]1CCCNc2c(I)cc([N+](=O)[O-])cc2C(=O)N[C@@H](CO)C(=O)N[C@@H](Cc2ccc(O)cc2)C(=O)N1	1	1	6	15	5	-2	14	1	0.5
COc1ccc(CN2CCC(C)CC2)cc1OCc1ccccc1	-6	-6	6	-1	-2	0	2	13	0.7
O=S(=O)(c1ccc(F)cc1)N1CCN(Cc2ccccc2C(F)(F)F)CC1	14	5	16	0	-5	-1	13	21	1.7
Cc1ccc(-c2ccc(SCC(=O)c3ccccc3)nn2)cc1	-4	-47	-18	2	-14	1	-4	22	2.8

# (list continues)
Molecule	EBI2 block	Mdm2-MdmX inh	APJ antagonist	APJ ag	CXCR6 inh	XBP1 UPR activ	CCR6 antagonist	tim23-1 inh	CHOP UPR activ
CCC(CC)C(=O)Nc1cccc(-c2ccc3nncn3n2)c1	0	-12	19	5	0	-2	0	11	0.9
COc1cc(C2SCC(=O)N2Cc2ccccc2)cc(OC)c1OC (stereo not given)	-12	-3	2	0	2	-4	9	25	1.3
CCN(CC)S(=O)(=O)c1ccc(F)c(C(=O)NCCCN2CCOCC2)c1	-1	3	-6	-4	3	3	-5	12	-0.6
CN(CC(=O)Nc1cccc(F)c1)C(=O)c1ccc(NC2CC2)c([N+](=O)[O-])c1	1	16	19	-6	14	-2	27	15	-1.5
Cc1ccc(-n2nc3c(c2NC(=O)c2cccs2)CS(=O)(=O)C3)cc1C	2	16	11	-3	1	-2	14	2	-2.0
O=C(Cn1nnc(-c2ccccc2F)n1)Nc1ccc(S(=O)(=O)NC2CCCC2)cc1	8	19	-8	-3	-1	-4	28	1	-2.4
O=C(C1=C[C@@H](C2CC2)C[C@@H](OCc2ccc(CO)cc2)O1)N1CCN(Cc2ccccc2)CC1	-1	4	8	-3	-4	-3	10	9	-0.2
COc1ccccc1N1CCN(S(=O)(=O)c2cc(C)sc2C)CC1	16	6	11	2	0	0	4	35	2.9

# Next section
Molecule	EBI2 block	Mdm2-MdmX inh	APJ antagonist	APJ ag	CXCR6 inh	XBP1 UPR activ	CCR6 antagonist	tim23-1 inh	CHOP UPR activ
CC(C)(C)c1csc(NC(=O)c2ccncc2)n1	-3	24	-5	4	-10	-2	5	18	2.8
COc1ccc(-c2c(C)nc(N)nc2-c2ccc(OCc3ccc(C)cc3)cc2O)cc1OC	37	27	-7	1	20	-1	8	-2	-0.1
C/C(=N/NC(=O)CN1CCN(S(=O)(=O)c2ccc(Br)cc2)CC1)c1ccco1	5	-1	-3	-3	25	-3	-4	12	0.4
CN(CCOc1ccc(Cl)cc1)C(=O)c1ccc2c(=O)n3c(nc2c1)CCC3	3	-4	-54	9	1	0	0	16	-0.6
CCOC(=O)N/N=C/c1cn(CCCOc2ccc(C)cc2)c2ccccc12	7	24	-25	0	2	0	8	14	1.9
CC(C)(C)C1CCC2(CC1)Nc1cccc3cccc(c13)N2	2	26	-4	-2	4	2	8	-65	2.4
O=C(O)/C=C/c1coc2ccccc2c1=O	-7	13	-4	-2	-8	1	2	10	-1.9
CCC(=O)Nc1cccc(NC(=O)c2cc3ccccc3o2)c1	3	-22	2	3	-11	6	2	-10	3.5

# Following part.
# Results follow in this order: EBI2 block, Mdm2-MdmX inh, APJ antagonist, APJ ag, CXCR6 inh, XBP1 UPR activ, CCR6 antagonist, tim23-1 inh, CHOP UPR activ
> O=C1NC(=Nc2ccccc2)S/C1=C\c1cccs1
 : -4, -28, 7, -3, 6, 7, 12, 65*, 4.3
> CC1(C)CN(c2ccc(F)cc2)C1=O
 : 0, 8, 5, 0, 4, 0, 6, -3, -0.1
> CS(=O)(=O)NCCn1ccc2ccccc21
 : -5, -20, -11, -4, -9, 2, 12, -3, 0.0
> Cc1ccc(C(C(=O)NC2CCCCC2)N(C(=O)CCCC(=O)Nc2ccccn2)c2ccc3c(c2)OCCO3)cc1 (stereo not given)
 : 16, -1, 8, -2, 8, -5, 24, 2, -1.3
> O=C(Nc1cccc(F)c1)C1CCCN(S(=O)(=O)c2ccccc2)C1 (stereo not given)
 : 1, 26, 2, 10, -1, -6, 13, 9, 1.4
> CCOc1ccc(/C=N/NC(=S)NC2CC3C=CC2C3)cc1 (stereo not given)
 : 33, 24, -23, -1, 10, 9, 5, 8, 2.9
> O=C(COC(=O)COc1ccccc1Cc1ccccc1)Nc1cccnc1Cl
 : -3, -15, 4, -1, -8, 1, 2, 26, 2.7
> O=C(Nc1nc(-c2cccs2)cs1)c1ccc(S(=O)(=O)N2CCCC2)cc1
 : 43, 37, 23, -4, -1, 1, 21, 5, 0.0
> Cc1ccccc1N1CC(C(=O)Nc2nnc(SCc3ccccn3)s2)CC1=O (stereo not given)
 : 4, 14, 9, -7, 1, -4, -21, 15, -1.1
> COc1cc(NC(=O)c2ccco2)c(C(=O)OCC(=O)c2c[nH]c3ccccc23)cc1OC
 : 0, 50, -1, 0, -3, 131*, -7, 15, 0.4
> COc1cc(SC)ccc1C(=O)NCc1ccccc1
 : -10, -2, 13, -2, 4, -1, 10, 28, 2.8
> COc1ccc(NC(=S)N2CCC(C(=O)c3ccc(C)cc3)CC2)cc1
 : 12, 15, 16, -1, -5, -8, 0, 37, 0.5
> COc1ccc(-c2cc(C(F)(F)F)nc(-n3ccnc3C)n2)cc1
 : 13, 55*, 21, -3, 8, 4, 32, 17, 1.0
> Cc1ccc(/C=N/NC(=O)Cn2nnc(N)n2)cc1
 : 5, 10, -6, -3, -6, -2, 3, 13, 1.3
> Cc1ccc(S(=O)(=O)N(C)C)cc1NC(=O)C1CCCCC1
 : -15, 8, 14, -1, -6, -2, -9, 9, 0.2
> Cc1ccc(-c2csc(NC(=O)C3CC(=O)N(Cc4ccco4)C3)n2)cc1 (stereo not given)
 : 6, -2, -2, -2, -14, -3, -5, 17, -0.2
> O=C(NNC(=O)C12CC3CC(CC(O)(C3)C1)C2)c1ccccc1O
 : -1, 7, -8, -3, 7, -5, 4, -2, 1.3
> CCCCSc1nc2c(cnn2-c2ccc(Cl)cc2)c(=O)[nH]1
 : 3, 4, 7, -5, 2, 5, 2, 10, 2.3
> Cn1c2ccccc2c2ncn(CCCN3CCOCC3)c(=O)c21
 : -1, -20, 5, 3, -4, -1, -3, 6, -0.3
